# Bioassay records as filed in PubChem BioAssay.
# hgDAF12 agonist: activates the H. glycines DAF-12 receptor ligand-binding domain; HEK293 GAL4-hgDAF12 UAS-luciferase reporter, agonist luminescence; normalized to butyrate control; activation, % at 6.8 µM; hit rate 1.8% among 370,000;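 active means activation above a cutoff set at the mean of all screened compounds plus 3 SD, cut at about 10% in these data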;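 further: 0% = DMSO wells and 100% = sodium butyrate wells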
# PLC-beta3 inh: PLC-beta3 (human) inhibition, primary screen. inhibition, % at 12.2 µM. hit rate 0.18% among 370,000. Q01970. AID 720704. Purified PLC-beta3, fluorogenic substrate, fluorescence; in the data active means inhibition above about 11%;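 further: 0% = median of compound wells on plate and 100% = full blocker control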
# Target sequence (Q01970 whole entry, looked up): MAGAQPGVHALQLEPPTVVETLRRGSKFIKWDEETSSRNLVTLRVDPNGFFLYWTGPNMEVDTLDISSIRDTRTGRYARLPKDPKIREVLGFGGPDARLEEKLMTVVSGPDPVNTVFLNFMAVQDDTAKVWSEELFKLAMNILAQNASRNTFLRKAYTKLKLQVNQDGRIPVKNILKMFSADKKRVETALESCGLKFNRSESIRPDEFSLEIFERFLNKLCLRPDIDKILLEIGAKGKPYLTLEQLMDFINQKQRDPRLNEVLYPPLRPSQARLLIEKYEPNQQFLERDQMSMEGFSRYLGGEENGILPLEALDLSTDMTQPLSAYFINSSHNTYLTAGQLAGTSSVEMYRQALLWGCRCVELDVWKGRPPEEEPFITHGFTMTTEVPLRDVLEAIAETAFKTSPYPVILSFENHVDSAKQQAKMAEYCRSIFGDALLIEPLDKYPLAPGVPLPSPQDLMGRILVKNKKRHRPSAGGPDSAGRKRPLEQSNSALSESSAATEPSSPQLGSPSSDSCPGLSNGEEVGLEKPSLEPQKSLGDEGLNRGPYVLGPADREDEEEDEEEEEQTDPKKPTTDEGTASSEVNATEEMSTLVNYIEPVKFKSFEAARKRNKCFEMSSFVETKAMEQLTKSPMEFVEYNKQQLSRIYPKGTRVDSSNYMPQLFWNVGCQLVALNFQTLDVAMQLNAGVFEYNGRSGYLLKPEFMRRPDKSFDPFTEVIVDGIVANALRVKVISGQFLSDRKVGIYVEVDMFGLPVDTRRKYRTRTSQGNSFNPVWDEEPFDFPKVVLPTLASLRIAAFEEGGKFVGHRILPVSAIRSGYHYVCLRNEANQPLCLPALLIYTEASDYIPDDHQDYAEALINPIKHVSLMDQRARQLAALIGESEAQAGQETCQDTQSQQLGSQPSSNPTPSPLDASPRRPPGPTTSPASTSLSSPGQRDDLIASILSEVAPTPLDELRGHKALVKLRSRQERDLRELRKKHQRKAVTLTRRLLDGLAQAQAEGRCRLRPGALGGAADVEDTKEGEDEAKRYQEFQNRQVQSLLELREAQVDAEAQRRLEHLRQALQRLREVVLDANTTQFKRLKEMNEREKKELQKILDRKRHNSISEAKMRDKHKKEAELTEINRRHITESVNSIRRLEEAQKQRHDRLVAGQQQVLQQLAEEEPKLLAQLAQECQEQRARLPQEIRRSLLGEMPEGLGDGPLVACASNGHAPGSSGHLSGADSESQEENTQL
# DAX1 inh-1: DAX1 (NR0B1) inhibition, primary screen | hit rate 1.1% among 370,000 | AID 652010 | inhibition, % at 6.8 µM | HEK293T StAR-luciferase reporter, SF-1/DAX-1 repression relief;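 active means inhibition above the mean over all tested compounds plus 3 SD, cut at about 3.6% in these data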;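 further: 0% = DAX-1 cells with DMSO and 100% = cells lacking DAX-1 with DMSO; higher inhibition means more luminescence from relief of DAX-1 repression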
# FXN GAA850 act: increases GAA850 frataxin promoter reporter activity; activation, % at 6 µM; hit rate 0.56% among 360,000; AID 540364; HEK293 lucGAA850 FXN promoter luciferase reporter, 24 h; percent of 10 µM SAHA response;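 active means activation above the average of all compounds screened plus 3 SD, cutoff fixed separately per campaign, cut at about 7.5% in these data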;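 further: 0% = DMSO wells and 100% = 10 µM SAHA wells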
# hcDAF12 agonist: H. contortus DAF-12 activation, primary screen; HEK293 hcDAF-12 lit1-tk-luc reporter, luminescence; 0% DMSO, 100% Δ7-dafachronic acid; AID 652067; hit rate 1.4% among 370,000; activation, % at 6.8 µM;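 active means activation above the mean of all tested compounds plus 3 SD, cut at about 5.5% in these data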;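 further: 100% = response to 3 µM Δ7-dafachronic acid high control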
# ssDAF12 agonist: activates DAF-12 receptor from parasite S. stercoralis | HEK293 ssDAF-12/GRIP1 lit1-tk-luc reporter, luminescence; % of 3 µM dafachronic acid response | activation, % at 6.8 µM | hit rate 1% among 370,000;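 active means activation above the mean over all tested compounds plus 3 SD, cut at about 0.9% in these data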;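 further: 0% = DMSO-only wells and 100% = 3 µM delta7-dafachronic acid wells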
# DAX1 inh-2: NR0B1 (DAX1) inhibition | P51843 | HEK293 Gal4-DAX1 luciferase reporter, luminescence | inhibition, % at 6.75 µM | hit rate 0.99% among 340,000 | AID 504766;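 active means inhibition above the mean over all tested compounds plus 3 SD, cut at about 4.2% in these data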;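 further: 0% = DAX1-transfected cells with DMSO and 100% = empty-vector control cells with DMSO; inhibition shows as a rise in luminescence from relieved DAX1 repression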
# ADAM17 inh: inhibits human ADAM17 | recombinant ADAM17, EDANS/DABCYL FRET peptide cleavage | inhibition, % at 6.95 µM | hit rate 0.83% among 370,000 | AID 720648;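 active means inhibition above the mean of compounds lying between control limits plus 3 SD, set per campaign, cut at about 8.5% in these data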;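 further: 0% = DMSO-only wells as the low control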
# ADAM10 inh: ADAM10 inhibition, QFRET primary screen; O14672; recombinant ADAM10, EDANS/DABCYL FRET peptide cleavage, 3 h; inhibition, % at 7 µM; hit rate 0.62% among 370,000; AID 720582;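 active means inhibition above a per-campaign cutoff equal to the mean of compounds falling between control-based bounds plus 3 SD, cut at about 20% in these data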;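 further: 0% = DMSO wells while the 100% control is not disclosed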
# HGIII-sPLA2 inh: Blocks human group III sPLA2 activity | Q9NZ20 | QFRET BODIPY PC-A2 liposome hydrolysis, fluorescence | inhibition, % at 12.2 µM | hit rate 0.56% among 370,000 | AID 743126;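 active means inhibition above mean plus 3 SD of compounds lying within the high and low control bounds, cut at about 19% in these data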;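 further: 0% = median of test compound wells and 100% = no enzyme DMSO wells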
# PLC-gamma1 inh: blocks human PLC-gamma1 enzyme activity | P19174 | purified PLC-gamma1, fluorogenic substrate, fluorescence | inhibition, % at 12.2 µM | hit rate 0.84% among 370,000 | AID 720700; in the data active means inhibition above about 9.5%
# The depositor's hits bear a star; i = inactive; . = not tested or not shown.
SMILES,hgDAF12 agonist,PLC-beta3 inh,DAX1 inh-1,FXN GAA850 act,hcDAF12 agonist,ssDAF12 agonist,DAX1 inh-2,ADAM17 inh,ADAM10 inh,HGIII-sPLA2 inh,PLC-gamma1 inh
Cc1ccc(NC(=O)CCc2nnc(SCC(=O)Nc3ccccc3C)n2C)cc1Cl,0.4,-7,-0.1,1.8,-1.6,-0.3,-0.4,-6,-4,-2,-3
O=S1(=O)c2ccc(N3CCSCC3)cc2Oc2ccccc2CN1Cc1cn(Cc2ccc(C(F)(F)F)cc2)nn1,-2.0,2,-0.1,.,-1.7,-1.6,.,-1,20*,6,0
O=C(O)CNS(=O)(=O)c1c(Cl)cccc1Cl,-1.8,-5,0.3,-1.3,0.6,-1.2,-0.2,-3,6,3,1
CC(=O)c1cc(F)c(N2CCN(C(=O)COc3ccc(F)cc3)CC2)cc1C,-2.4,3,-2.1,2.2,-2.5,-1.7,-1.1,6,3,-7,9
C=CCn1c(OCc2ccccc2)n[nH]c1=S,0.0,-3,0.1,2.3,-3.7,-0.8,0.8,-1,1,11,-3
Cc1ccc2c(c1)N(C(=O)CCC(=O)N1CCOCC1)CCO2,2.8,0,-0.5,-2.3,-1.0,-1.3,0.2,-2,-11,-2,-2
COc1cccc(-c2cc(C(=O)NN3CCOCC3)c3ccccc3n2)c1,-2.5,-17,-0.9,-1.6,-2.1,-1.2,-0.7,-4,-5,8,-13
O=C(COC(=O)Cc1ccc(Br)cc1)NCC1CCCCC1,0.8,-9,-1.2,1.7,0.4,-2.4,1.0,-4,-3,-4,-4
COc1ccc2nc(C3CCCCC3)nc(C3CCCCC3)c2c1,0.4,-5,0.2,-1.8,-1.2,-0.6,-0.4,-5,-14,1,-1
Cn1c(=O)[nH]c(=O)c2c1nc(N1CCCCC1)n2CC(O)CN1CCCCC1 (centres undefined),-0.6,3,0.4,-1.0,0.5,-0.5,-0.4,-4,0,3,3
CCC1(CC)NC(=O)N(CC(=O)OCC(=O)Nc2ncc(Cl)cc2Cl)C1=O,-1.1,-12,1.2,1.5,0.8,-0.7,-1.2,-5,-6,8,-10
Cc1ccc(C)n1NC(=O)c1ccccc1,1.9,-8,0.5,2.5,-1.4,-0.8,0.5,-4,-1,-4,-2
CCc1cc(C(=O)NC2CCCc3c2cnn3-c2ccc(F)cc2F)no1 (centres undefined),-4.4,4,-3.4,-1.1,-3.1,-2.2,-1.1,-3,-11,-2,-1
Cc1cc(C)c(C(=O)c2ccc(C(=O)N(C(C)C)C(C)C)cc2)c(C)c1,-0.9,1,0.5,-3.0,-1.4,-1.5,0.2,-2,10,-1,-1
COc1ccc(C)cc1NC(=O)C(c1ccccc1)N1CCN(CC(=O)N2CCOCC2)CC1 (centres undefined),0.3,1,0.8,-2.8,-0.5,-0.1,1.3,-1,-3,-2,-2
COC(=O)c1ccc(S(=O)(=O)NCc2ccccc2)n1C,-0.9,-8,0.2,0.5,-0.6,-1.0,2.6,-3,-6,-1,1
CN(C)[C@@H]1CCN(c2ccc3c(c2)O[C@@H]2CCN(C2)S3(=O)=O)C1,1.2,1,0.2,.,-1.1,-1.2,.,-2,-4,1,-4
CCC(=O)N1CC2(C)CN(C(=O)CC)CC(C)(C1)C2,-0.2,0,0.3,-2.0,-1.1,-1.1,-0.7,-2,-7,11,-4
CC1CCCC(C)N1C(=O)COC(=O)CCC(=O)c1cccs1 (centres undefined),4.5,1,0.9,-0.9,1.7,-1.1,1.2,1,-5,3,-2
Cc1ccc(NC(=O)C2CCN(C(=O)c3cccs3)CC2)cc1,-0.8,-5,0.1,-1.3,-2.8,-1.1,0.0,2,7,-3,1
CC(=O)c1cc(C#N)c(N2CC(C)OC(C)C2)nc1C (centres undefined),0.4,3,-0.1,0.5,-1.1,-0.1,-0.5,0,4,10,8
Cc1nc(SCC(N)=O)c(C#N)c(C)c1C,0.1,-5,0.1,1.4,-0.7,-0.2,2.2,-1,1,1,2
S=C(NCCN1CCOCC1)Nc1ccc(Nc2ccccc2)cc1,2.4,1,-0.9,0.5,0.0,-0.9,-0.9,-3,-3,6,0
O=c1c2c(-c3ccccc3)csc2ncn1/N=C/c1c2ccccc2cc2ccccc12,1.4,-63,-0.5,-0.2,-0.8,-1.4,1.7,-7,1,10,-35
CCCc1c(O)nc(SCc2ccccc2)[nH]c1=O,2.3,1,-0.3,-2.0,-0.6,-1.4,1.1,2,2,5,2
Cc1cccc(NC(=O)CSC(N)=O)c1C,-0.6,3,-0.4,1.0,0.2,-1.2,0.3,-2,2,-4,-2
CC(c1ccccc1)N1C(=O)/C(=C/c2ccncc2)SC1=S (centres undefined),-0.6,0,0.1,-1.1,-0.7,-1.4,0.3,0,8,-7,8
CC(C)CCNC(=O)CN1C(=O)NC(c2ccccc2)(c2ccccc2)C1=O,-1.1,-5,0.0,-0.7,0.7,-1.5,0.4,-2,2,0,2
O=c1c(-c2cccs2)nc2ccccc2n1C(CCc1ccccc1)c1nc2ccccc2[nH]1 (centres undefined),1.0,i,0.1,.,0.7,-1.4,.,-62,-205,-6,-372
COc1ccc(CCNC(=S)NC(=O)c2cccc(Cl)c2)cc1OC,-1.0,-5,0.4,2.6,-0.5,-1.2,.,0,-5,-4,1
COc1ccc(CNC(=O)CN2C(=O)C3CCCN3c3ncc(Cl)cc32)cc1 (centres undefined),-3.6,-145,-0.7,-5.9,-1.2,-1.5,1.5,-32,-36,-14,-96
Cc1ccc2nc(-c3ccc(NS(=O)(=O)c4c(C)n(C)c(=O)n(C)c4=O)cc3)sc2c1,20*,-92,3.3,3.0,4.6,0.3,6.3*,-124,-316,-40,-56
CCOc1ccc(NC(=S)NS(=O)(=O)c2cc(Br)ccc2OCC)cc1,2.1,-10,0.3,0.3,0.9,-1.2,.,-1,-5,-4,-2
CCn1c(C)nnc1SCC(=O)Nc1ccc2c(c1)OCCO2,-0.8,0,-0.3,0.6,0.2,-1.2,0.0,2,1,0,9.9*
COc1cc(NC(=O)CN2CCC(C)CC2)c(C)cc1[N+](=O)[O-],4.2,-2,0.3,2.3,0.4,-1.3,1.5,-3,3,9,-1
O=C(OCCN1CCOCC1)c1ccccc1,0.4,0,0.8,1.4,-0.5,-0.5,1.2,1,5,1,6
CC1CN(CCCOc2ccc([N+](=O)[O-])cc2)CC(C)O1 (centres undefined),-0.5,3,0.3,1.4,1.2,-1.8,0.1,6,3,3,2
O=Cc1ccc(OCc2ccccn2)cc1,11*,5,0.2,3.6,1.2,-1.0,1.0,-1,7,1,-2
COc1ccc(Cl)cc1CN1CCN(c2nc(C)cc(C)c2C#N)CC1,0.5,-26,-1.4,0.7,0.3,-1.7,-1.6,-1,-1,1,-27
Cc1cc(O)cc(C)c1NS(=O)(=O)c1ccc2ccccc2c1,-2.2,-5,-0.8,1.0,-1.2,-1.0,-1.6,2,1,-33,1
CC(C)c1nnc(NC(=O)CCC(=O)Nc2ccccc2)s1,2.9,-10,0.4,0.4,-0.6,-1.3,1.9,-3,-6,12,1
C#CC[N+]1(CC#Cc2cccc3ccccc23)CCOCC1,-3.4,0,0.3,-0.8,0.1,-1.1,.,0,-1,2,2
COc1ccc(Nc2nc3c([nH]2)c(=O)[nH]c(=O)n3C)cc1,-1.2,-1,0.1,0.6,-0.2,-1.9,-0.2,-1,8,0,1
C=CCn1c(SCC(=O)Nc2ccc(F)cc2)nc2ccccc2c1=O,-0.7,-3,0.0,0.7,-2.8,-1.5,-1.4,0,-8,9,-1
CC(C)(CNC(=O)Cc1ccc(Cl)cc1Cl)N1CCCCC1,-2.4,-10,0.2,-1.4,1.1,-0.9,-1.2,2,-4,7,2
O=[N+]([O-])c1cccc(-c2cnc3ccccc3n2)c1,2.0,-5,0.0,0.2,2.6,1.0*,1.3,1,3,-3,1
Cc1noc(C)c1COc1ccc(C(=O)N2CCN(S(=O)(=O)c3ccccc3)CC2)cc1,-2.5,-5,-1.8,0.4,-0.9,-0.7,-0.5,-4,-10,0,5
COc1ccc(C(=O)OCC(=O)NC2CCCCCC2)c(OC)c1,-2.4,-1,0.8,1.3,-0.8,-1.0,0.2,-1,1,1,1
CS(=O)(=O)N(CC(=O)N1CCN(Cc2ccccc2)CC1)c1cccc(Cl)c1,-1.5,-4,-0.5,0.6,-2.7,-0.5,-0.9,0,6,0,1
Cc1nn(-c2ccccc2)c2sc(C(=O)N3CCc4ccccc4C3)cc12,-2.8,4,-0.5,-2.1,-1.8,-1.5,-0.9,4,13,-6,2
O=C(COC(=O)c1cc(S(=O)(=O)N2CCCCC2)ccc1Cl)NCc1ccco1,3.0,-4,0.1,1.8,-0.8,-0.6,0.9,-3,-3,1,2
CC1(C)CC2CC(C)(CN2c2ncnc3ccccc23)C1 (centres undefined),-4.9,-17,-1.8,1.4,-5.6,-2.4,-2.8,0,-10,8,-17
COc1ccc(C(=O)N/C(N)=N/c2nc3ccccc3o2)cc1,1.0,0,-0.9,1.3,-1.5,-0.9,-1.0,-7,0,8,-6
CN1CCN(CCCNc2nc3ccccc3c3nc(-c4ccccc4)nn23)CC1,0.8,-7,0.7,4.9,-2.0,-0.5,0.3,-9,-12,-2,-2
CCN(CC)c1ncnc2c1ncn2Cc1c(Cl)cccc1Cl,-2.7,5,-1.0,0.9,-1.9,-1.4,0.8,0,5,-2,1
c1cc(C2CCN(Cc3nc(-c4ccc5c(c4)OCO5)no3)CC2)ccn1,-2.5,-8,-1.3,0.0,-2.9,-1.9,-0.9,-2,2,3,-2
CCOC(=O)C1C(=O)NC(N2CCN(c3ccccc3)CC2)=NC1c1ccccc1 (centres undefined),0.1,6,-0.1,-1.1,-1.6,-1.4,0.2,-2,6,9,3

# Sorted by molar mass (falling): part of the list above.
SMILES,hgDAF12 agonist,PLC-beta3 inh,DAX1 inh-1,FXN GAA850 act,hcDAF12 agonist,ssDAF12 agonist,DAX1 inh-2,ADAM17 inh,ADAM10 inh,HGIII-sPLA2 inh,PLC-gamma1 inh
Cc1nn(-c2ccccc2)c2sc(C(=O)N3CCc4ccccc4C3)cc12,-2.8,4,-0.5,-2.1,-1.8,-1.5,-0.9,4,13,-6,2
C=CCn1c(SCC(=O)Nc2ccc(F)cc2)nc2ccccc2c1=O,-0.7,-3,0.0,0.7,-2.8,-1.5,-1.4,0,-8,9,-1
CC1(C)CC2CC(C)(CN2c2ncnc3ccccc23)C1 (centres undefined),-4.9,-17,-1.8,1.4,-5.6,-2.4,-2.8,0,-10,8,-17
